Screens from PubChem BioAssay.
POLH inh = inhibitors of human DNA polymerase eta. Potency, µM (series often up to 114 µM), for inactives: at the highest dose activity change, negative = inhibition, usual class: inhibitors. recombinant Pol eta, fluorescent DNA replication assay. 390,000 compounds, 1.2% hits; also: potency is read from the fitted curve at half-maximal effect; % is scaled to controls: 0 for no effect and ±100 for the full control effect
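Pol eta at 10 nM preincubated with compounds 15 min at room temperature; reaction started with fluorescent substrate (50 nM final) and read kinetically at 0 and 10 min.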
Glioma ERSR ind = inducers of ER stress response in human glioma cells; U87-MG GRP78 promoter luciferase reporter, 16 h; Potency, µM, without a hit: top-dose activation, most hits filed as activators; 420,000 compounds, 0.02% hits; also: potency is read from the fitted curve at half-maximal effect; series mostly up to about 76 µM; % of control where 0% means no effect; nearly all actives have a fitted effect of over 35% in size
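Stably transfected U87-MG glioma cells carrying a GRP78-based luciferase sensor; 16 h compound incubation. Luminescence end-point read 10 min after Bright-Glo addition at room temperature.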
BLM helicase inh = inhibitors of human Bloom syndrome helicase BLM. P54132. recombinant BLM DNA unwinding, fluorescence dequenching. Potency, µM (top dose mostly 56.1 µM), inactives show top-dose activity change, negative = inhibition, hits mostly inhibitors. 350,000 compounds, 0.2% hits;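 also: potency is read from the fitted curve at half-maximal effect; plate controls were vehicle for no effect and no enzyme for full effect; nearly all actives have a fitted effect of over 35% in size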
Target sequence (P54132 whole entry, looked up): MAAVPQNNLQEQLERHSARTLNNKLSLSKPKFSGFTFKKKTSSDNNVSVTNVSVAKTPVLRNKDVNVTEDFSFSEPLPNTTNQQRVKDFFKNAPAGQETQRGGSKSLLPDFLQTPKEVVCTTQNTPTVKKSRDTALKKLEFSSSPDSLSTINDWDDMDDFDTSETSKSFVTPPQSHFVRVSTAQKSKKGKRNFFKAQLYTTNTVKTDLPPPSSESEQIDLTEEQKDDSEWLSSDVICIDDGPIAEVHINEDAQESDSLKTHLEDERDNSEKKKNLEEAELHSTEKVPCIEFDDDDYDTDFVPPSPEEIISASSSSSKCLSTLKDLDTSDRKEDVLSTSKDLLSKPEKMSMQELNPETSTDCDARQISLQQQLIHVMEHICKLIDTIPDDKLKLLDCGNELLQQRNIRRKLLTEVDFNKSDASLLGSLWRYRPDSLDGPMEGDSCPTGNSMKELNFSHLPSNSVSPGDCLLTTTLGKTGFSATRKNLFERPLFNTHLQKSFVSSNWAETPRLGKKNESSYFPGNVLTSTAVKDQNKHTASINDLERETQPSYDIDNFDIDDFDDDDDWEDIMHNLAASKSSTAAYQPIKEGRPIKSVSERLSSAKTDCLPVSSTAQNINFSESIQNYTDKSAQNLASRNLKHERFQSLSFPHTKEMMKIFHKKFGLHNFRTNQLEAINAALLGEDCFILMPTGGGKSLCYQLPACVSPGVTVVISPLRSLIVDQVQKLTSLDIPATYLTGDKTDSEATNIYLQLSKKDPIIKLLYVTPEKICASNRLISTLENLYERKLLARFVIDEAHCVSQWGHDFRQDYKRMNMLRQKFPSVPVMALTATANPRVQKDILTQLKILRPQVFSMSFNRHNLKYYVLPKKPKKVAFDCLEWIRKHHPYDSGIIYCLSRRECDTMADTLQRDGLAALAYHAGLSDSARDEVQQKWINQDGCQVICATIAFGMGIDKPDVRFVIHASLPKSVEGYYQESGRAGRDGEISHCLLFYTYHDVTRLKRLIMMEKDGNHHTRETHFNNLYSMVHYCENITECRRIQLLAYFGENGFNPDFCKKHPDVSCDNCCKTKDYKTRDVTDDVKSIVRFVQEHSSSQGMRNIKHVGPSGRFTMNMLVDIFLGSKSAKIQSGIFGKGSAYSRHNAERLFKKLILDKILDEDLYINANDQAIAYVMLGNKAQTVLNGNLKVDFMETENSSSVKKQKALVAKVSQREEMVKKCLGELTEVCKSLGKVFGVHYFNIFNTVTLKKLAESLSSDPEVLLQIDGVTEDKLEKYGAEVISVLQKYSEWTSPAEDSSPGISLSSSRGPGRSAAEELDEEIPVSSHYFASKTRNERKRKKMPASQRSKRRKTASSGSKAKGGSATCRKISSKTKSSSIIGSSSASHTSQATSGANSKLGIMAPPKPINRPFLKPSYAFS
Anesthetic bind = binds horse apoferritin like a general anesthetic. P02791. apoferritin/1-aminoanthracene competitive binding, fluorescence. Potency, µM (titrated, usually from 77.5 µM), for the others: top-dose activity change, negative = displacement, most hits filed as inhibitors. 350,000 compounds, 0.074% hits. AID 485281; also: potency is read from the fitted curve at half-maximal effect; % is scaled to controls: 0 for no effect and ±100 for the full control effect; nearly all actives have a fitted effect of over 20% in size
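In PBS, apoferritin at 10 uM is loaded with 1-AMA from a 50% saturated solution. After 10 min of compound exposure at ambient temperature, reduced 535 nm fluorescence indicates probe displacement.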
LDHA inh = inhibitors of human lactate dehydrogenase A; activity change, % (values are at about 110 or 230 µM); purified LDHA, NADH/diaphorase-resazurin fluorescence; hits give low values; AID 1347041; 480,000 compounds, 0.15% hits; in the data active = activity change below about -30%; inconclusive = mostly about -25% to -30%;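 also: plate controls were DMSO wells for no effect and wells without enzyme for full effect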
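Human LDH5 at 2 nM final in Tris HCl pH 7.4 with 0.06 mM NADH and 0.2 mM pyruvate, reacted 5 minutes at room temperature. Remaining NADH coupled via diaphorase/resazurin; resorufin fluorescence read at 0 and 20 minutes, normalized to enzyme-free and DMSO wells.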
APEX1 inh = blocks human APE1 abasic DNA cleavage; P27695; recombinant APE1, TAMRA/BHQ-2 abasic DNA cleavage fluorescence; Potency, µM (top dose mostly 65.8 µM), inactives show top-dose activity change, negative = inhibition, hits mostly inhibitors; 350,000 compounds, 0.35% hits; AID 2517;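 also: potency is read from the fitted curve at half-maximal effect; plate controls were vehicle for no effect and reference inhibitor for full effect; nearly all actives have a fitted effect of over 55% in size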
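0.75 nM APE1 + cpd, 15 min RT; start w/ 50 nM TAMRA/BHQ-2 THF-abasic dsDNA; kinetic fluor 525/598 nm ×3 reads @60 s; Δ(read3−read1); normalized to DMSO and NSC13755 control wells.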
Pol iota inh = blocks human DNA polymerase iota activity. 390,000 compounds, 1% hits. Potency, µM (highest dose often 115 µM), for the others: at the highest dose activity, negative = inhibition, usual class: inhibitors. Pol iota fluorescent replication assay, 10 min. AID 588590; also: potency is read from the fitted curve at half-maximal effect
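Pol iota at 10 nM preincubated 15 min with compounds at room temperature; reaction started with fluorescent substrate, 50 nM final. Fluorescence read kinetically at 0 and 10 min; buffer-only wells as negative control.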
Pol kappa inh = inhibitors of human DNA polymerase kappa | purified Pol kappa, fluorescent DNA synthesis assay, 10 min | Q9UBT6 | 400,000 compounds, 0.53% hits | Potency, µM (titrated, usually from 107 µM), without a hit: at the highest dose activity, negative = inhibition, usual class: inhibitors; also: potency is read from the fitted curve at half-maximal effect; % is scaled to controls: 0 for no effect and ±100 for the full control effect
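First, compounds were pin-transferred onto 10 nM Pol kappa. After 15 min at room temperature, substrate was added to 50 nM final. Fluorescence was then measured kinetically at 0 and 10 min.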
Pol beta inh = blocks human DNA polymerase beta activity. P06746. Pol beta primer extension/strand displacement, fluorescence kinetic. Potency, µM (series often up to 114 µM), for inactives: top-dose activity change, negative = inhibition, usual class: inhibitors. 340,000 compounds, 1.3% hits. AID 485314; also: potency is read from the fitted curve at half-maximal effect; % is scaled to controls: 0 for no effect and ±100 for the full control effect
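Values derive from four-parameter Hill fits of normalized kinetic data: reads at 0 and 10 min following addition of 50 nM substrate to 10 nM Pol beta preincubated 15 min with compound.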
* hit, by the source's call; ? = inconclusive; . = not tested or not shown; & = joins results of further samples; [ ] = another dose, or the depositor's remark. Unless noted, calls follow the shape of the dose curve; as a rule, active = well fitted curve in the direction sought with a large enough effect; inconclusive = small, poorly fitted or top-dose-only effect, or another doubt; inactive = no such curve, though single readings can be large; an effect the other way counts as inactive or inconclusive. This is a subset, so the mix of outcomes need not match the whole.

SMILES	POLH inh	Glioma ERSR ind	BLM helicase inh	Anesthetic bind	LDHA inh	APEX1 inh	Pol iota inh	Pol kappa inh	Pol beta inh
Cc1noc(C)c1-c1cncnc1-n1ccnc1	.	-2.7%	2.6%	.	.	1.5%	.	0.7%[60.1 µM]	.
O=C(COc1ccccc1F)N1CCCc2ccccc21	-16.4%	-0.5%	0.7%	?	-5.6	5.5%	133.8%[activator]	-3.0%	44.9%
CCOc1ccc(N2C(=O)CN(C)C2=S)cc1	-22.0%	-5.2%	1.1%	0.2%	-2.0	-1.8%	28.1%	-3.6%	?
CC(=O)N1CCc2cc(S(=O)(=O)CCC(=O)N3CCN(c4ccccc4)CC3)ccc21	7.6%	0.4%	0.7%	-6.1%	-5.5	-8.3%	-16.6%	-9.3%	1.26µM*
CCc1nnc(NC(=O)c2c(-c3ccccc3)noc2C)s1	-2.7%	0.5%	-2.4%	7.6%	0.5	-6.9%	19.9%	-8.6%	27.4%
O=C(/C=C/c1cccc(Br)c1)Nc1nn[nH]n1	-20.6%	-5.2%	0.6%	-7.8%	-16.0	0.0%	19.3%	-19.8%	0.5%
CC(C)NC(=O)CCCN1C(=O)c2ccccc2Sc2ncccc21	-13.3%	-0.7%	-1.4%	6.6%	3.3	12.9%	14.0%	11.0%	23.7%
CCCCN(CCCNC(=O)c1ccc(Sc2ccc(Cl)cc2)c(NC(C)=O)c1)c1ccccc1	-21.2%	-1.3%	-9.3%	1.6%	0.0	.	17.9%	-14.2%[60.1 µM]	-3.8%
Cc1ccc(NC(=S)N2CCN(CCN3C(=O)c4cccc5cccc(c45)C3=O)CC2)cc1	?	0.9%	4.5%	?	-10.6	0.7%	11.7%	-16.2%	25.4%
CC(=O)c1ccc(C2C=CC(Oc3ccc(-c4ccccc4)cc3)C(CO)O2)cc1 (stereo unspecified)	.	-5.2%	-0.4%[12.4 µM]	-4.0%[15.3 µM]	.	24.3%[12.4 µM]	.	.	.
CCOc1ccc(C(=O)NCc2nc3cccnc3n2Cc2cccc(OC)c2)cc1	-6.0%	5.3%	0.8%	-6.2%	0.4	.	-5.7%	-14.0%[60.1 µM]	-8.8%
O=C(O)c1nn(CCOc2ccccc2F)c(=O)c2ccccc12	-3.1%	6.7%	-3.6%	-16.8%	2.2&-0.7	24.2%	-3.4%	-12.4%	37.9%
O=C(NC1CCCC1)C1CCCN1C(=O)Nc1ccccc1Cl (stereo unspecified)	-8.2%	-4.2%	-0.5%	1.4%	0.7	-2.0%	3.1%	-5.1%	7.5%
NS(=O)(=O)c1ccc2nc(NC(=O)C3=COCCO3)sc2c1	5.4%	-9.2%	-8.1%	-8.7%	-8.2	-14.2%	3.4%	-6.7%	42.8%
CC(=O)N1CCCc2cc(S(=O)(=O)Nc3ccc4c(c3)OCO4)ccc21	5.0%	0.4%	-3.6%	-13.4%	9.2	12.3%	26.9%	-2.8%	11.7%
CC(C)c1nnc(NC(=O)CCS(=O)(=O)c2nc(-c3cccs3)cc(C(F)(F)F)n2)s1	-10.0%	-13.2%	-0.8%	?	-6.8	-5.3%	?	-19.5%	20.2%
O=C(Cn1c(=O)cnc2ccccc21)N1CCCc2ccccc21	-5.3%	-5.2%	1.3%	-10.4%	-6.9	8.1%	32.6%[activator]	6.5%	-0.7%
O=C1CCC/C=C\C[C@@H](CC(=O)N(CCO)Cc2ccccc2)C(=O)N2CCC[C@H]2CO1	-8.2%	-0.2%	.	.	1.5	7.9%	-11.3%	4.2%	.
Cc1ccc(Cl)cc1NC(=O)C(C)n1nc(-c2ccccc2)ccc1=O (stereo unspecified)	-4.5%	1.9%	-6.6%	?	-0.5	.	?	-17.8%	?
CCOc1ccc(Cl)cc1S(=O)(=O)N1CCC(C(=O)NCc2ccncc2)CC1	-10.6%	-3.8%	-3.2%	6.0%	-4.8	-6.8%	32.1%[activator]	-3.0%	6.7%
COc1cccc(C(=S)N2CCCC2)c1OC	-8.8%	7.1%	-4.3%	-8.1%	-1.7	1.5%	?	0.8%	-3.2%
COc1cc(Cl)c(C)cc1NC(=O)COC(=O)C1=COCCO1	-15.4%	0.9%	.	.	-0.4	17.9%	68.1%[activator]	-5.7%	.
Cc1ccc(Cl)cc1NC(C#N)c1ccccc1 (stereo unspecified)	-13.3%	-2.2%	-4.4%	-1.6%	-3.5	1.4%	-12.7%	-4.4%	1.5%
Oc1ccccc1N=Cc1c(O)ccc2ccccc12	-22.6%	-0.6%	-5.9%	?	7.6	11.0%	?	-14.4%	4.2%

Reformatted with two lines to a compound: part of the list above.
Sequence of screens – POLH inh | Glioma ERSR ind | BLM helicase inh | Anesthetic bind | LDHA inh | APEX1 inh | Pol iota inh | Pol kappa inh | Pol beta inh
> O=C(NC1CCCC1)C1CCCN1C(=O)Nc1ccccc1Cl (stereo unspecified)
 : -8.2% | -4.2% | -0.5% | 1.4% | 0.7 | -2.0% | 3.1% | -5.1% | 7.5%
> COc1cc(Cl)c(C)cc1NC(=O)COC(=O)C1=COCCO1
 : -15.4% | 0.9% | . | . | -0.4 | 17.9% | 68.1%[activator] | -5.7% | .
> Cc1ccc(Cl)cc1NC(=O)C(C)n1nc(-c2ccccc2)ccc1=O (stereo unspecified)
 : -4.5% | 1.9% | -6.6% | ? | -0.5 | . | ? | -17.8% | ?

(listing goes on)
SMILES	POLH inh	Glioma ERSR ind	BLM helicase inh	Anesthetic bind	LDHA inh	APEX1 inh	Pol iota inh	Pol kappa inh	Pol beta inh
O=C(O)C1CCCCC1C(=O)NC(c1ccccc1)c1ccccc1 (stereo unspecified)	-22.5%	-6.9%	-0.3%	8.7%	-13.5	9.4%	39.4%[activator]	-3.4%	2.4%
O=C(NCc1ccco1)Nc1ccc(Br)cc1	-2.2%	3.2%	1.2%	-18.9%	-6.0	-3.4%	-0.4%	-4.4%	17.6%
COc1ccc(NC(=O)c2cccc(F)c2)cc1Cl	-12.7%	2.2%	-0.1%	-11.5%	1.3	-1.7%	1.2%	-13.3%	-0.6%
Cc1cccc(C(=O)N2CCCCC2CCN2CCCCC2)c1 (stereo unspecified)	-7.5%	-2.0%	0.8%	3.6%	-1.2	.	44.0%[activator]	-10.2%	70.5%
Cc1cccc2cc3c(nc12)SC(=NCC1CCCO1)N(Cc1ccco1)C3 (stereo unspecified)	44.7µM*	-16.3%	-17.5%	?	-2.8	12.3%	?	?	-28.9%
COc1ccc(CNC(=O)C(=O)NCC(c2ccco2)S(=O)(=O)c2cccs2)cc1 (stereo unspecified)	-9.4%	-2.9%	0.7%	-17.9%	-5.9	.	24.2%	-7.0%[60.1 µM]	1.7%
Cc1cc(NCc2ccc(F)cc2Cl)n2nnnc2n1	-12.5%	-7.0%	-4.7%	-11.0%	-3.9	1.2%	7.1%	-9.5%	0.8%
Cn1c(=O)c2ncn(CC(=O)N/N=C/c3ccco3)c2n(C)c1=O	-15.4%	1.0%	-1.5%	-13.2%	-5.4	4.0%	71.1%[activator]	1.2%	13.3%
O=C(CN1CCCCCC1)Nc1cccc([N+](=O)[O-])c1	-5.8%	-1.9%	1.5%	-18.2%	-8.4	13.3%	0.0%	-7.0%	23.8%
CCCn1c(=O)c2ccccc2n2c(SCCOc3ccccc3)nnc12	-7.2%	-2.8%	0.8%	-23.0%	1.1	-0.6%	-13.7%	-15.8%	0.9%
O=C(NCc1ccc2c(c1)OCO2)c1cccc(Cl)c1	-11.9%	3.1%	-0.3%	-21.4%	0.8	1.7%	-19.3%	-3.8%	30.6%
c1ccc2c(c1)c1ccccc1n1c(-c3ccc4c(c3)OCO4)nnc21	-1.6%	-4.7%	-0.2%	-7.7%	-1.6	-5.9%	59.0%[activator]	-0.6%	9.9%
COc1ccc(S(=O)(=O)n2nc(C)cc2C)c(C)c1C	-8.7%	-3.1%	-0.4%	-20.9%	2.5	-1.1%	-3.2%	-3.8%	0.9%
COc1cccc(CCNC(=O)c2c(O)nc3cc(C)ccn3c2=O)c1	-0.7%	-2.0%	-2.0%	-4.6%	-1.0	.	1.4%	-21.0%	-24.0%
COc1ccc(OC)c(NC(=O)C2CCCN2C(=O)OCc2ccccc2)c1 (stereo unspecified)	-13.8%	-4.6%	-1.3%	8.8%	-2.3	-1.7%	-0.2%	-3.1%	-5.6%
O/N=C1/C2C3CC4C5C3C1C5C1(OCCO1)C42 (stereo unspecified)	-7.7%	-0.9%	-5.3%	-15.3%	-2.7	?	?	0.0%	8.3%
O=C1CSc2ccc(C(=O)NCCC3=CCCCC3)cc2N1	-3.7%	2.8%	-0.2%	-23.3%	-6.7	0.7%	1.6%[58.9 µM]	-10.2%	11.0%
Cc1ccc(Sc2ccc(N3CCCC(C(=O)Nc4ccc(F)c(Cl)c4)C3)nn2)cc1 (stereo unspecified)	-21.8%	1.5%	-7.6%	-5.0%	-3.0	.	12.3%	4.1%	-10.5%
CCOc1ccc(NC(=O)Cn2c(=O)c(CNc3ccc(OC)cc3)cc3ccc(OC)cc32)cc1	-8.4%	-0.4%	-4.7%	-6.0%	-10.0	.	-6.4%	-2.9%	20.1%
Cc1cc(NC(=O)COC(=O)CNS(=O)(=O)c2c(F)cc(F)cc2Br)no1	-15.4%	-1.4%	.	.	5.1	-1.1%	4.1%	5.3%	.
O=c1[nH]cnc2scc(-c3ccc(-c4ccccc4)cc3)c12	6.4%	6.8%	0.6%	-17.4%	-8.4	-2.3%	11.3%	-3.1%	23.6%
Cc1ccc(C)c(C(C)NC(=S)NCc2ccc(F)cc2)c1 (stereo unspecified)	-17.0%	-5.2%	-8.7%	-11.4%	-0.9	32.5%	63.0%[activator]	0.6%	?
